Compound activity (PubChem)
Growth percent in the NCI-60 one-dose screen (48 h, 10 µM unless noted): 100 = growth as untreated, 0 = no growth, -100 = all killed.
MDA-MB-231: MDA-MB-231 breast cancer | 5% of 81,000 active
MDA-MB-468: MDA-MB-468 breast cancer; 8.5% of 78,000 active
MDA-MB-435: MDA-MB-435 melanoma | 7.8% of 82,000 active | AID 1794794
CCRF-CEM: CCRF-CEM leukemia. 7% of 77,000 active
K-562: K-562 leukemia; 7.4% of 78,000 active; AID 1794777
SR: SR leukemia cells; 8.7% of 73,000 active; AID 1794780
RPMI-8226: RPMI-8226 leukemia cells. 7.5% of 77,000 active
MOLT-4: MOLT-4 leukemia cells. 6.9% of 80,000 active. AID 1794779
The depositor's hits bear a star; . = no result given; & = joins results of further samples; [ ] = dose if it differs, or a comment. How the source made its calls: active means growth percent below 10; inactive means the rest.

SMILES	MDA-MB-231	MDA-MB-468	MDA-MB-435	CCRF-CEM	K-562	SR	RPMI-8226	MOLT-4
N#CC(C#N)=CNc1cccc(Cl)c1	124	107	105	100	42	100	93	99
CCCCCCC12CCC(=O)N1CCc1cncn12 (configuration not stated)	110	85	105	95	100	116	95	104
O=C(CCC1CCCCC1)OCc1ccccc1	115	102	109	105	110	101	104	111
O=C(CCCSc1nc(-c2ccccc2)cc(-c2ccccc2)n1)NO	20	-38*	12	3.6*	6.5*	1.1*	15	4.6*
COc1ccc2nc3cc(Cl)ccc3c(NCCCCCN3CCCCC3)c2c1	.	-53*	-92*	-28*	-14*	-18*	-27*	-20*
Nc1nc(-c2ccc(Br)cc2)cc(-c2cnn(-c3ccccc3)n2)n1	90	86	67	83	.	.	87	83
O=C(Cn1cc(CN2C(=O)c3ccc([N+](=O)[O-])cc3C2=O)nn1)Nc1c(Cl)cc(Cl)cc1Cl	94	140	105	102	108	.	100	105
CCOC(=O)NCc1ccco1	103	103	104	99	92	98	101	97
CCN=NNc1ccc(C)cc1	101	.	104	87	86	92	86	93
[O-][N+](CCO)(CCO)Cc1ccccc1	95	90	103	99	.	117	103	116
CCCc1n(Cc2ccc3ccccc3c2)cc[n+]1Cc1ccc2ccccc2c1	-80*	-45*	-51*	12	2.5*	-38*	-22*	-5.5*
O=C(/C=C/c1ccccc1F)c1cccc(OCCCOc2cccc(C(=O)/C=C/c3ccccc3F)c2)c1	90	.	102	105	109	94	106	109
Cc1nc2n(c1C(=O)N(C(=O)c1c(C)nc3n1CCS3(=O)=O)c1ccccn1)CCS2(=O)=O	92	.	90	102	92	105	112	93
CC(=O)CC(=O)NCc1ccc2c(c1)OCO2	99	111	97	88	106	.	99	103
O=c1[nH]n[n+](-c2[nH]ncc2[N+](=O)[O-])o1	102	101	100	102	103	.	105	109
N#C/C(=C\c1ccc(O)cc1)n1nc2cccc(F)c2n1	101	101	97	65	86	.	95	83
CC(C)CSc1nc(Nc2ccccc2)c(C#N)c(-c2ccc(F)cc2)n1	-3.6*	16	77	31	51	-11*	22	65
Cc1ccc2nc(-c3ccc(-c4n[nH]c(=S)o4)cc3)[nH]c2c1	98	105	92	95	74	73	103	102
S=C1NC(c2ccccc2)=CC(c2ccc3c(c2)OCO3)N1 (configuration not stated)	97	113	110	100	96	101	93	102
O=C(Nc1cccc(-n2ccc3c(NC(=O)c4ccccc4)nccc32)c1)Nc1ccc(Cl)c(C(F)(F)F)c1	14	-3.8*	-15*	4.7*	3.0*	-12*	-35*	13
N#Cc1c(-c2ccc(Cl)cc2)nc(NN=Cc2ccc[nH]2)nc1N1CCOCC1	80	78	95	21	44	31	6.4*	17
O=C(CSc1nnc2n1N=C(c1ccc(-c3ccccc3)cc1)CS2)c1ccc(-c2ccccc2)cc1	105	93	103	104	102	92	109	84
COc1cc(-c2nc(N)n(C(=S)Nc3ccccc3)n2)cc(OC)c1OC	98	93	87	95	108	88	93	105
CCOC(=O)c1c(N2CCOCC2)[nH]c(=O)c(C=Nc2ccc(Cl)cc2)c1O	110	108	101	75	55	145	71	108
CCCCNc1ccc2c3c(cccc13)C(=O)N(NCC(O)COc1ccc3c(C)cc(=O)oc3c1)C2=O (configuration not stated)	81	69	72	84	76	70	69	78

Next section:
SMILES	MDA-MB-231	MDA-MB-468	MDA-MB-435	CCRF-CEM	K-562	SR	RPMI-8226	MOLT-4
Clc1ccc2c(c1)C(N1CCNCC1)=Nc1ccccc1O2	19	-48*	29	59	.	3.7*	50	20
Cc1c(Cl)cccc1Nc1ncccc1C(=O)O	111	.	102	62	74	47	103	91
C=C1CC[C@@H]2[C@](C)(COC(C)=O)[C@H](OC(C)=O)CC[C@@]2(C)[C@@H]1CC(NCCCCCCCC)C1=CCOC1=O (some centres not stated)	71	32	78	47	35	37	36	36
COc1ccc2c(c1)C1=NN(C(C)=O)C(c3cc(OC)c(OC)c(OC)c3)C1CC2 (configuration not stated)	101	86	89	.	.	85	68	90
C=C1C(=O)O[C@H]2[C@H]1CC/C(Cn1cc(CNC(=O)Cc3c[nH]c4ccccc34)nn1)=C\CC[C@@]1(C)O[C@@H]21	100	.	97	60	80	85	91	93
O=CNc1c2ccccc2c(NC=O)c2ccccc12	124	99	123	92	127	115	87	98
CCCCC(=O)OCCC	102	95	95	.	119	90	102	102
O=C1O/C(=C\c2nc3ccccc3s2)c2ccccc21	53	.	109	103	64	152	86	98
Cc1ccc(C(C(=O)NC2CCCCC2)N(Cc2ccccc2Cl)C(=O)c2ccc(CN3CCOCC3)o2)o1 (configuration not stated)	85	85	102	87	82	103	80	70
COc1ccc(/C=C/C(=O)c2ccc(NC(=O)CSc3nnc(-c4c[nH]c5ccccc45)n3-c3ccccc3)cc2)cc1	98	84	96	85	69	48	73	65
CC(=O)N1c2ccc(S(=O)(=O)NCc3ccc4c(c3)N(C(=O)c3ccccc3)CC4)cc2CC1C (configuration not stated)	111	93	98	92	95	88	86	86
O=C(CC(=O)c1ccccc1)CC(O)(/C=C/c1ccccc1)c1ccccc1 (configuration not stated)	89	89	82	84	91	36	46	98
OCCN1C[C@@H](O)[C@@H](O)C(O)C1CO (some centres not stated)	88	96	103	112	122	.	122	134
C=C(C)[C@@H]1CC[C@]2(COCCCN)CC[C@]3(C)[C@H](CC[C@@H]4[C@@](C)(CCCNCCCN)[C@H](C(=C)C)CC[C@]43C)[C@@H]12	-64*[100 µM]	-54*[100 µM]	-69*[100 µM]	-27*[100 µM]	-34*[100 µM]	44[100 µM]	-53*[100 µM]	-32*[100 µM]
O=C(CS(=O)(=O)c1ccccc1)c1cc2ccccc2o1	86&97	94	87&96	114&91	112&102	135&115	105&94	136&101
O=C1/C(=C/c2c[nH]c(=O)[nH]c2=O)Oc2cc(O)ccc21	113	97	98	103	101	97	103	101
CCCCNCc1ccc(N(CC)CC)cc1	.	.	.	103	91	100	105	101
O=C(Oc1ccc(-c2ccc(Br)cc2)cc1)c1ccco1	100	101	.	97	101	107	92	83
CCOC(=O)C(Cc1ccccc1)n1c(O)c(C=Nc2ccc(C(=O)OCCN(CC)CC)cc2)sc1=O (configuration not stated)	89	83	90	68	89	24	68	69
COc1cc2oc(-c3cccc(NC(=O)c4ccc(C#N)cc4)c3)cc(=O)c2c(OC)c1OC	70	98	88	40	27	23	14	41
CCOC(=O)/C(C#N)=C1\CCC=C(C)C1	113	96	106	90	109	90	97	94
CN1C(=O)N(C)C2NN3C(=O)C=C(c4ccccc4)SC3=NC21 (configuration not stated)	88	116	109	105	100	103	106	102
C[C@@H]1O[C@@H](O[C@H]2[C@@H](OC(=O)[C@]34CCC(C)(C)C[C@H]3C3=CC[C@@H]5[C@@]6(C)C[C@H](O)[C@H](O[C@@H]7O[C@H](CO)[C@@H](O)[C@H](O)[C@H]7O)[C@@](C)(CO)[C@@H]6CC[C@@]5(C)[C@]3(C)C[C@H]4O)OC[C@@H](O)[C@@H]2O)[C@H](O)[C@H](O[C@@H]2OC[C@@H](O)[C@H](O[C@@H]3OC[C@](O)(CO)[C@H]3O[C@@H]3OC[C@@H](O)[C@H](O)[C@H]3O)[C@H]2O)[C@H]1O[C@@H]1OC[C@](O)(CO)[C@H]1O	74	-24*	52	86	58	68	64	87
COc1cc(-c2nn(-c3ccc(F)c(Cl)c3)cc2CO)ccc1O	96	103	96	93	102	90	96	96
O=CNc1ccc(Cl)c(Cl)c1	87	97	117	86	121	112	101	104

Single values from the entries so far:
MDA-MB-435 result of COc1ccc2c(c1)C1=NN(C(C)=O)C(c3cc(OC)c(OC)c(OC)c3)C1CC2 (configuration not stated) = 89
MDA-MB-435 result of C=C1C(=O)O[C@H]2[C@H]1CC/C(Cn1cc(CNC(=O)Cc3c[nH]c4ccccc34)nn1)=C\CC[C@@]1(C)O[C@@H]21 = 97

(next part)
SMILES	MDA-MB-231	MDA-MB-468	MDA-MB-435	CCRF-CEM	K-562	SR	RPMI-8226	MOLT-4
NC(N)=NCCCC(=O)O	109	99	100	.	103	.	115	99
O=c1cc(SCc2ccccc2)nc[nH]1	113	.	106	99	113	127	.	89
O=C(/C=C(O)/C=C/c1csc2ccccc12)/C=C/c1csc2ccccc12	104	105	105	89	91	103	99	104
O=C(Nc1ccc(F)cc1)c1n[nH]c2c1CCCCC2	94	102	103	95	78	67	94	76
CCOC(=O)Cn1c(C)cc(C)c(C#N)c1=O	101	92	101	103	95	94	100	106
COc1cc(C2CC(=O)c3c(C)nn(-c4nc5ccccc5[nH]4)c3C2)cc(OC)c1OC (configuration not stated)	30	82	100	104	72	88	92	102
N/C(Cc1nc2ccccc2s1)=N/O	69	83	89	20	77	67	64	32
CC(C)C(=O)OCCCc1ccccc1	105	106	108	34	99	98	103	105
CCCCCCCCCC[C@@H](C)[C@@H]1CC(=O)N[C@H]([C@@H](C)O)C(=O)N[C@@H](C)C(=O)N[C@H](C)C(=O)N[C@@H](CCC(N)=O)C(=O)N[C@H](Cc2ccc(O)cc2)C(=O)N[C@@H](C(C)CC)C(=O)O1 (some centres not stated)	97	2.5*	75	63	41	75	35	41
CC1(c2ccncc2)Nc2ccccc2-c2ccnn21 (configuration not stated)	114	88	107	95	92	97	93	101
O=C1CCC(=O)O1	108	118	107	107	103	98	115	102
COc1ccc(-n2cc(-c3ccc(Br)cc3)nc2SCC(=O)c2ccccc2)cc1	70	78	98	94	93	83	95	94
CC(=O)O[C@@H](C)[C@H]1O[C@H]2CC(=O)O[C@H]2[C@@H]1O	109	113	104	101	98	97	103	94
COc1ccc(-c2nn(C(=O)c3cc(OC)c(OC)c(OC)c3)c3cc(N)ccc23)cc1	30	-1.1*	5.3*	17	9.0*	.	22	14
CCCSc1nc(NCCc2c[nH]c3ccccc23)c(C#N)c(-c2ccccc2)n1	41	54	83	40	25	8.9*	45	45
Cc1cc(C)c2ccc(C)c(N)c2n1	98	113	110	98	109	114	104	112
COc1ccc(C2CC(c3ccc4c(c3)OCO4)=Nc3c(N)nc(SC)nc3N2)cc1 (configuration not stated)	75	41	23	64	33	19	53	72
CC1=C(c2ccc(Cl)cc2)OC(C(C)C)C2(C#N)C(=N)NC(=O)C12C#N (configuration not stated)	107	91	104	77	81	90	76	76
Nc1ccc2c(c1)/C(=C/c1cccnc1)c1ccccc1-2	73	71	98	82	117	90	91	82
O=C(N/N=C/c1ccco1)C(=O)Nc1cccc(C(F)(F)F)c1	87	97	104	97	98	92	95	102
CCOC(=O)C(NC(=O)c1ccccc1)C(=O)OCC	112	113	108	101	102	92	114	105

A section taken from the entries so far, as a working copy:
SMILES	MDA-MB-231	MDA-MB-468	MDA-MB-435	CCRF-CEM	K-562	SR	RPMI-8226	MOLT-4
COc1cc(-c2nn(-c3ccc(F)c(Cl)c3)cc2CO)ccc1O	96	103	96	93	102	90	96	96
O=CNc1ccc(Cl)c(Cl)c1	87	97	117	86	121	112	101	104
NC(N)=NCCCC(=O)O	109	99	100	.	103	.	115	99
O=c1cc(SCc2ccccc2)nc[nH]1	113	.	106	99	113	127	.	89
O=C(/C=C(O)/C=C/c1csc2ccccc12)/C=C/c1csc2ccccc12	104	105	105	89	91	103	99	104
O=C(Nc1ccc(F)cc1)c1n[nH]c2c1CCCCC2	94	102	103	95	78	67	94	76
CCOC(=O)Cn1c(C)cc(C)c(C#N)c1=O	101	92	101	103	95	94	100	106
COc1cc(C2CC(=O)c3c(C)nn(-c4nc5ccccc5[nH]4)c3C2)cc(OC)c1OC (configuration not stated)	30	82	100	104	72	88	92	102
N/C(Cc1nc2ccccc2s1)=N/O	69	83	89	20	77	67	64	32
CC(C)C(=O)OCCCc1ccccc1	105	106	108	34	99	98	103	105
CCCCCCCCCC[C@@H](C)[C@@H]1CC(=O)N[C@H]([C@@H](C)O)C(=O)N[C@@H](C)C(=O)N[C@H](C)C(=O)N[C@@H](CCC(N)=O)C(=O)N[C@H](Cc2ccc(O)cc2)C(=O)N[C@@H](C(C)CC)C(=O)O1 (some centres not stated)	97	2.5*	75	63	41	75	35	41
CC1(c2ccncc2)Nc2ccccc2-c2ccnn21 (configuration not stated)	114	88	107	95	92	97	93	101
O=C1CCC(=O)O1	108	118	107	107	103	98	115	102
COc1ccc(-n2cc(-c3ccc(Br)cc3)nc2SCC(=O)c2ccccc2)cc1	70	78	98	94	93	83	95	94
CC(=O)O[C@@H](C)[C@H]1O[C@H]2CC(=O)O[C@H]2[C@@H]1O	109	113	104	101	98	97	103	94
COc1ccc(-c2nn(C(=O)c3cc(OC)c(OC)c(OC)c3)c3cc(N)ccc23)cc1	30	-1.1*	5.3*	17	9.0*	.	22	14
CCCSc1nc(NCCc2c[nH]c3ccccc23)c(C#N)c(-c2ccccc2)n1	41	54	83	40	25	8.9*	45	45
Cc1cc(C)c2ccc(C)c(N)c2n1	98	113	110	98	109	114	104	112
COc1ccc(C2CC(c3ccc4c(c3)OCO4)=Nc3c(N)nc(SC)nc3N2)cc1 (configuration not stated)	75	41	23	64	33	19	53	72
CC1=C(c2ccc(Cl)cc2)OC(C(C)C)C2(C#N)C(=N)NC(=O)C12C#N (configuration not stated)	107	91	104	77	81	90	76	76
